Source: PubChem (National Center for Advancing Translational Sciences (NCATS))
aSyn rescue: qHTS of alpha-syn Inhibitors | Yeast expressing alpha-synuclein, growth rescue, BacTiter-Glo, 24 h | Potency, µM (highest dose often 46.1 µM), for inactives: top-dose growth rescue (activation), actives largely listed as activators | 370,000 tested, 0.14% active | AID 652106, 2013; further: potency means the concentration at half of the fitted maximal effect; % of control where 0% means no effect; nearly all actives have a fitted effect of over 65% in size
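Rescue of yeast growth: cells expressing toxic alpha-synuclein, induced in galactose at OD600 0.02, incubated with compound 24 h at 30 C. ATP luminescence quantified growth; inhibitors of toxicity appear as activators.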
Abeta yeast res: qHTS for compounds that reverse cellular toxicity of Amyloid beta (A-beta) peptide in yeast: Primary Screen. yeast expressing A-beta42, growth rescue, OD600, 48 h; response scale: 0% DMSO, 100% iron-clioquinol control. Potency, µM (series often up to 46.1 µM), inactives show top-dose growth rescue, most hits filed as activators. 410,000 tested, 0.063% active. AID 1347071, 2019; further: potency means the concentration at half of the fitted maximal effect; nearly all actives have a fitted effect of over 55% in size
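Growth rescue measured by 600 nm absorbance after 48 h yeast culture at 30 C with compound. Values normalized between DMSO and an equimolar ferric chloride plus clioquinol control.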
EPAC1 ag: qHTS for Agonist of cAMP-regulated guanine nucleotide exchange factor 3 (EPAC1): primary screen | Rap guanine nucleotide exchange factor 3 (Homo sapiens), O95398 | 360,000 tested, 0.073% active | AID 720707, 2013 | EPAC1 agonist qHTS, biochemical assay; response scale: 100% = response to 6.5 mM cAMP | Potency, µM (series often up to 154 µM), without a hit: top-dose activation, usual class: activators; further: potency means the concentration at half of the fitted maximal effect; nearly all actives have a fitted effect of over 60% in size
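Multi-concentration qHTS readout: loss of Rap1B-bound BODIPY-GDP fluorescence driven by 100 nM EPAC1 with excess GDP (50 uM), monitored kinetically at room temperature; agonist response expressed relative to 6.5 mM cAMP.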
EPAC1 antagonist: qHTS for Antagonist of cAMP-regulated guanine nucleotide exchange factor 3 (EPAC1): primary screen; 360,000 tested, 0.14% active; EPAC1 GEF assay, Rap1b-BODIPY-GDP exchange fluorescence; Potency, µM (doses to about 115 µM), inactives show at the highest dose activity change, negative = inhibition, actives largely listed as inhibitors; Rap guanine nucleotide exchange factor 3 (Homo sapiens), O95398;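 further: potency means the concentration at half of the fitted maximal effect; plate controls were vehicle for no effect and positive control for full effect; nearly all actives have a fitted effect of over 50% in size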
PI5P4Ka inh: qHTS for Inhibitors of phosphatidylinositol 5-phosphate 4-kinase (PI5P4K). PI5P4Kalpha enzyme, ADP-Glo luminescence, 60 min; hits give low values. max response, %. 330,000 tested, 1.2% active; active means max response of -50% or lower; inconclusive means between -30% and -50%; inactive means -30% or higher; further: value at the top dose of about 77 µM; on the % scale 0 is the no-effect control and ±100 the full control effect
Target sequence (P48426 whole entry, looked up): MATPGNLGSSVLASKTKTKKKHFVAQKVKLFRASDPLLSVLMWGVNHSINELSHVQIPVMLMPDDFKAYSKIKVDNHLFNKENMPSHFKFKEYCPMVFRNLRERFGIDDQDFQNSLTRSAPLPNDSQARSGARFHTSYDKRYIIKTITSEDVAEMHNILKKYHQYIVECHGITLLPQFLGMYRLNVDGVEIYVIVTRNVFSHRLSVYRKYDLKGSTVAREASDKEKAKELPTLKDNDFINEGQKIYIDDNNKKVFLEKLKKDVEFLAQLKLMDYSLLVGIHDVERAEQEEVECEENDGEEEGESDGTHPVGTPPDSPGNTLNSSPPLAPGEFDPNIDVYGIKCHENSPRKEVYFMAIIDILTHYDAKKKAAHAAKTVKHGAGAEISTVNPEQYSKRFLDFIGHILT
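qHTS, 1536-well: enzyme/substrate mix, compound by pin tool, 5 microM ATP final; RT 60 min; ADP-Glo reagents 1 (45 min) then 2 (30 min); luminescence.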
WRN helicase inh: qHTS for Inhibitors of WRN Helicase; Bifunctional 3'-5' exonuclease/ATP-dependent helicase WRN (Homo sapiens), Q14191; WRN helicase unwinding, fluorescent forked duplex, kinetic; Potency, µM (highest dose often 114 µM), for inactives: at the top dose activity change, negative = inhibition, most hits filed as inhibitors; 360,000 tested, 0.46% active; AID 651768, 2012; further: potency means the concentration at half of the fitted maximal effect; on the % scale 0 is the no-effect control and ±100 the full control effect; nearly all actives have a fitted effect of over 55% in size
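Primary qHTS, 1536-well format. 20 nM WRN + compound, 15 min RT; start with 100 nM forked fluorophore/quencher duplex, 2 mM ATP (final); kinetic read ex 525/em 598 nm.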
PLK1 PBD block: qHTS for Inhibitors of PLK1-PDB (polo-like kinase 1 - polo-box domain): Primary Screen; Plk1 PBD binding of FITC phosphopeptide, fluorescence polarization; Potency, µM, for the others: max response, negative = inhibition, hits mostly inhibitors; 360,000 tested, 2.8% active; AID 720504, 2013; further: potency means the concentration at half of the fitted maximal effect; series mostly up to about 57 µM; on the % scale 0 is the no-effect control and ±100 the full control effect; nearly all actives have a fitted effect of over 65% in size
Target sequence (P53350 whole entry, looked up, the tested form may be a part): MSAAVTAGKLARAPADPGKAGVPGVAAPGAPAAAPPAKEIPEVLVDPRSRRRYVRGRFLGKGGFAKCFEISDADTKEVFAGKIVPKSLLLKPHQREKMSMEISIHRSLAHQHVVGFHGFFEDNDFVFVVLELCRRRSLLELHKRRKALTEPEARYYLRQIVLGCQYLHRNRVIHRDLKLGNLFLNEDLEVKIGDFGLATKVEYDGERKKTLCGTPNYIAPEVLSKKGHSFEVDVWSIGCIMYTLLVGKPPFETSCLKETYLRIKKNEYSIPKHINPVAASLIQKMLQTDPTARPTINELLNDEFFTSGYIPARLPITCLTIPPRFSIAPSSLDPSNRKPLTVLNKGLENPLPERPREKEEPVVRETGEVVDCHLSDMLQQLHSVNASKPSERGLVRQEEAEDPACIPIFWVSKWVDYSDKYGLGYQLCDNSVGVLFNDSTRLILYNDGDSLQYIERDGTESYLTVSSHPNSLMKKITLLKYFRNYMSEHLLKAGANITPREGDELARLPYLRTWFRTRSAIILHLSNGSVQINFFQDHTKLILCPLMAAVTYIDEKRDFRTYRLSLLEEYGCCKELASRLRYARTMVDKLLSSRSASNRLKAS
FUS yeast rescue: qHTS for Suppressors of FUS Proteinopathy: Primary screen using FUS-linked yeast assay. S. cerevisiae FUS-expressing, growth rescue, OD600, 24 h. Potency, µM (highest dose often 76.6 µM), for the others: at the top dose growth rescue (activation), usual class: activators. 390,000 tested, 0.24% active;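 further: potency means the concentration at half of the fitted maximal effect; plate controls were DMSO vehicle for no effect and reference control for full effect; nearly all actives have a fitted effect of over 55% in size; some results filed as inactive show a strong effect at the top dose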
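S. cerevisiae expressing FUS from galactose induction served as the toxicity model. Growth after 24hr at 30C, read as absorbance at 600 nm, indicates suppression of toxicity; compounds dosed at several concentrations.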
IL-2 act: qHTS of IL-2 Activators; activation, % (series mostly up to about 46 µM); IL-2 activation reporter assay, cell-based qHTS; stimulated with anti-CD3/CD4/CD28 beads; in transgenic mouse T cells; 360,000 tested, 0.065% active; AID 652025, 2013; in the data active means activation above about 50%; inconclusive means mostly about 30% to 49%; further: 0% is about no effect
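Quantitative HTS in unstimulated transgenic mouse T cells, with memory T cells as non-tolerant control and PMA/ionomycin as tolerance-bypass control. Compound pretreatment lasted 60 minutes before 18 h bead stimulation; EGFP/DsRed fluorescence read.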
Starred values were filed as active, the others as inactive; ? = inconclusive; / = no result given; & = joins results of further samples; [ ] = remark or other dose. Unless noted, the call rests on the fitted dose curve; in most records, active means well fitted curve in the direction sought with a large enough effect; inconclusive means small, poorly fitted or top-dose-only effect, or another doubt; inactive means no such curve, though single readings can be large; an effect the other way counts as inactive or inconclusive.

SMILES	aSyn rescue	Abeta yeast res	EPAC1 ag	EPAC1 antagonist	PI5P4Ka inh	WRN helicase inh	PLK1 PBD block	FUS yeast rescue	IL-2 act
COCC(C)NC(=O)c1cc2cccc([N+](=O)[O-])c2[nH]1 (stereo not drawn)	0%	1%	6%	7%	-9	-27%	-12%	-14%	-0.3
O=[N+]([O-])c1ccc(S(=O)(=O)NCC2COc3ccccc3O2)cc1 (stereo not drawn)	14%	4%	3%	-19%	-1	4%	-6%	8%	-1.3
COc1ccc(NC(=O)CSc2nc3ccccc3c(=O)[nH]2)cc1S(N)(=O)=O	-14%	-17%	14%	-12%	-16	-6%	-29%	16%	1.1
O=C(Cn1nc(C(=O)O)c2ccccc2c1=O)c1cc(F)ccc1F	8%	16%	2%	7%	-23	4%	17µM*	-3%	-1.8
COc1ccc(CCNC(=O)CS(=O)Cc2nc(-c3ccc(C)cc3)oc2C)cc1OC (stereo not drawn)	0%	-2%&1%	0%	-1%	-9	0%	-17%	29%&20%	-1.2
CN(Cc1ccccc1)Cc1nc2scc(-c3ccccc3)c2c(=O)[nH]1	7%	16%	9%	3%	-2	0%	-1%	18%	-1.8
O=C1CC(N2CCCN(C3CC(=O)N(c4ccc(F)cc4)C3=O)CC2)C(=O)N1c1ccc(F)cc1 (stereo not drawn)	-69%[inhibitor]	-88%[inhibitor]	5%	9%	-3	4%	-9%	2%	0.1
Cc1occc1-c1n[nH]c(=S)n1CC(C)C	-1%	10%	0%	-1%	/	8%	-10%	45%	-1.0
CCOC(=O)C1CCN(C(=O)c2ccc(Cl)c(S(=O)(=O)N3CCCC3)c2)CC1	0%	1%	-17%	-10%	-2	-2%	3%	3%	1.4
O=C(NCCOc1ccccc1)c1ccc2c(c1)OCO2	0%	5%	4%	2%	/	-3%	-3%	0%	-1.6
Cc1ccccc1-n1nc(C)c2cc(C(=O)N3CCN(S(=O)(=O)c4ccc(Cl)cc4)CC3)sc21	5%	5%	2%	7%	1	-3%	1%	17%	-0.2
CN(Cc1nc2ccccc2c(=O)[nH]1)C(=O)c1cccc(S(=O)(=O)N2CCCCCC2)c1	2%	23%	15%	3%	5	2%	-3%	7%	-0.8
CC(c1nc2ccccc2[nH]1)N(C(=O)C1=NNC(=O)CC1)c1ccccc1 (stereo not drawn)	-1%	-11%	-4%	-15%	2	-1%	0%	2%	2.2
CCCC(=O)Nc1cc(OC)c(NC(=O)NC2CCCCC2)cc1OC	0%	4%	-18%	20%	/	2%	1%	5%	-2.0
Cc1nn(-c2ccccc2)c2nc(C(F)F)cc(C(F)F)c12	-5%[1.84 µM]	-7%	1%	-2%	13	3%	-13%	-6%	0.3
CC(C)CNS(=O)(=O)c1ccc(CCC(=O)Nc2ccc3c(c2)OCCO3)cc1	19%	-3%	10%	-17%	-5	-14%	-3%	-10%	0.6
NS(=O)(=O)c1ccc(S(=O)(=O)N2CCCC2)cc1	9%	-12%	6%	9%	7	-14%	-2%	12%	-1.2
COc1cc(CN2CCC(CO)(CCOc3ccccc3)CC2)cc(OC)c1OC	3%	-5%	-1%	-25%	3	-18%	0%	-9%	-0.2
CCn1nc(CCC(=O)O)c2ccccc2c1=O	8%	11%	0%	-16%	10	5%	0%	3%	-0.9
CCOC(=O)C(C)Sc1ncnc2nc[nH]c12 (stereo not drawn)	-3%	-7%	12%	8%	/	9%	-20%	4%	-1.8
CC1=CN2C(=N)/C(=C/c3ccc(Sc4ccc(C)cc4)o3)C(=O)N=C2S1	4%	28%	26%	-16%	1	-28%	-4%	6%	0.1
O=C(O)/C=C/C(=O)Nc1ccc(OC(F)(F)Cl)cc1	-1%	-10%	-2%	-10%	1	-6%	-8%	-17%	0.4
CCN(CCNC(=O)C1CCC(=O)N1Cc1ccc(C)cc1)c1ccccc1 (stereo not drawn)	?	1%	-1%	12%	-2	1%	1%	-2%	0.0
CC(=O)c1c(C)[nH]c(C(=O)COC(=O)c2cc(S(=O)(=O)N(C)c3ccccc3)ccc2Cl)c1C	1%	-11%	7%	-23%	3	?	?	/	0.2
CCN(CC(=O)Nc1ccc2c(c1)OCCO2)C(=O)C(C)Oc1ccc(Cl)cc1 (stereo not drawn)	-1%	3%	4%	-8%	7	1%	8%	0%	0.9
N#CC1=C(N)Oc2ccc3ccc(O)cc3c2C1c1ccsc1 (stereo not drawn)	2%	-7%	11%	-26%	-20	?	-23%	19%	-0.9
c1ccc(-c2nnc(-c3ccccn3)s2)nc1	?	-28%	4%	-10%	-3	-21%	21µM*	2%	0.4
Cc1ccc(N(C(=O)CCC(=O)Nc2cc(C)on2)C(C(=O)NC2CCCC2)c2ccccc2)cc1 (stereo not drawn)	0%	-3%	-14%	?	-2	-3%	-7%	-2%	0.0
Cc1ccc(N(C(=O)CNC(=O)c2ccco2)C(C(=O)NCC2CCCO2)c2ccccc2)cc1C (stereo not drawn)	2%	-3%	-7%	-9%	12	0%	-6%	1%	1.7
O=C(O)C1=C[C@H](c2coc3ccccc3c2=O)C[C@H](OCCCCO)O1	-2%	-15%	-11%	16%	-4	7%	-7%	-9%	0.3

Part of the list above, with each value named.
> O=C(O)/C=C/C(=O)Nc1ccc(OC(F)(F)Cl)cc1
  aSyn rescue: -1%	Abeta yeast res: -10%	EPAC1 ag: -2%	EPAC1 antagonist: -10%	PI5P4Ka inh: 1	WRN helicase inh: -6%	PLK1 PBD block: -8%	FUS yeast rescue: -17%	IL-2 act: 0.4

> Cc1ccc(N(C(=O)CNC(=O)c2ccco2)C(C(=O)NCC2CCCO2)c2ccccc2)cc1C (stereo not drawn)
  aSyn rescue: 2%	Abeta yeast res: -3%	EPAC1 ag: -7%	EPAC1 antagonist: -9%	PI5P4Ka inh: 12	WRN helicase inh: 0%	PLK1 PBD block: -6%	FUS yeast rescue: 1%	IL-2 act: 1.7

Other entries follow.
SMILES	aSyn rescue	Abeta yeast res	EPAC1 ag	EPAC1 antagonist	PI5P4Ka inh	WRN helicase inh	PLK1 PBD block	FUS yeast rescue	IL-2 act
CCc1ccc(CNC(=O)CCCC(=O)n2nc(C)c3ccccc32)cc1	6%	4%	3%	-22%	-1	3%	?	0%	-3.0
COC(=O)CNC(=O)Cn1cnc2sc(C)c(S(=O)(=O)N3CCC(C)CC3)c2c1=O	5%	4%	3%	-3%	-6	-7%	-3%	6%	-0.7
O=C(O)c1cccc2cc(-c3ccccc3)oc(=O)c12	-1%	4%	6%	14%	2	-7%	1%	-23%	-0.8
Cc1cccc(OCC(=O)Nc2nc(-c3ccncc3)cs2)c1	-7%	-3%	-1%	4%	1	-1%	4%	-3%	-0.8
Cc1ccc(OCCC(=O)OCC(=O)NCCNC(=O)COC(=O)CCOc2ccc(C)cc2)cc1	-3%	-7%	2%	-5%	-1	3%	-11%	?	-4.1
CC(Sc1nc2cc([N+](=O)[O-])ccc2n1-c1ccc(F)cc1)C(=O)NCc1ccc2c(c1)OCO2 (stereo not drawn)	3%	6%	0%	-2%	-7	-19%	?	/	-2.7
CCOc1cc(S(=O)(=O)NCCc2ccc(OC)c(OC)c2)c(OCC)cc1-n1cnnn1	-9%	-2%	-3%	0%	/	3%	1%	-15%	3.1
O=C(C1COc2ccccc2O1)N1CCN(S(=O)(=O)c2cc(F)ccc2F)CC1 (stereo not drawn)	-2%[1.84 µM]	0%	9%	5%	-2	2%	-14%	28%	0.9
CC(=O)c1cccc(CN2CCC(C(=O)Nc3cccc(-c4ccn[nH]4)c3)CC2)c1	0%	1%	6%	-5%	6	?	-13%	/	-3.4
Cc1cc(NS(=O)(=O)c2ccc(NC(=O)CSc3nc4sc(C(=O)O)c(C)c4c(=O)[nH]3)cc2)no1	0%	-19%	15%	-6%	-81*	-29%	27µM*	-5%	0.8
Cc1c(C(=O)Nc2ccc(S(=O)(=O)NCC3CCCO3)cc2)cccc1[N+](=O)[O-] (stereo not drawn)	-3%	-10%	1%	-21%	0	-11%	-8%	5%	0.0
CCOC(=O)N(C)C[C@H]1OCc2cn(nn2)CCCC(=O)N([C@H](C)CO)C[C@@H]1C	-2%	2%	-2%	-1%	3	6%	-6%	-22%	2.5
O=C(NCCNC(=O)c1cnccn1)c1cccc(Cl)c1	-1%	4%	0%	0%	-9	9%	-2%	10%	1.7
CC1CC(C)CN(C(=O)C2CCCN(S(=O)(=O)c3cccc4nonc34)C2)C1 (stereo not drawn)	14%	-27%	3%	-7%	0	-2%[57.1 µM]	-4%	-14%	8.3
C#CCNC(=O)C1=C[C@H](c2ccc3c(c2)OCO3)[C@@H](CCCO)[C@H](OCC)O1	2%	1%	4%	1%	5	-8%	-7%	-15%	0.5
COCCNc1nc(NCc2ccc(C)cc2C)c2sccc2n1	-1%	-11%	-13%	3%	-1	3%	2%	-16%	-0.5
CCCOc1cccc(OCCSc2nc(C)cc(=O)[nH]2)c1	0%	-10%	3%	-8%	/	-5%	-14%	17%	1.1
CCc1noc(C)c1C(=O)Nc1cc(S(=O)(=O)N2CCOCC2)ccc1OC(C)C	-5%	2%	24%	3%	6	-14%	-8%	41%	0.5
CC(C)N1CCN(Cc2cccn2-c2nccs2)CC1CCO (stereo not drawn)	-2%	-6%	2%	2%	1	-11%	-5%	8%	5.9
COc1ccc(N/N=C(C)/C(=N/O)C(=O)Nc2ccccc2)cc1	-15%	-3%	8%	0%	-1	-10%	-24%	-4%	0.4
CN(C(=O)COC(=O)c1ccc2c(c1)OCO2)C1CCS(=O)(=O)C1 (stereo not drawn)	-1%	1%	4%	-4%	-3	-5%	-9%	?	1.0

Quoted from the listing.
PLK1 PBD block, COCCNc1nc(NCc2ccc(C)cc2C)c2sccc2n1 is entered as 2%
PLK1 PBD block, CC(C)N1CCN(Cc2cccn2-c2nccs2)CC1CCO (stereo not drawn) is entered as -5%
